MC4R barr agon: activates human MC4R beta-arrestin recruitment; P32245; U2OS MC4R beta-arrestin complementation, luminescence; percent of melanotan II response, DMSO zero; activation, % at 8.9 µM; 360,000 compounds, 0.98% hits; AID 540308;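 active = activation above a per-plate cutoff, the mean activation of sample wells on that plate plus 3 SD, cut at about 8% in these data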
Target sequence (P32245 whole entry, looked up): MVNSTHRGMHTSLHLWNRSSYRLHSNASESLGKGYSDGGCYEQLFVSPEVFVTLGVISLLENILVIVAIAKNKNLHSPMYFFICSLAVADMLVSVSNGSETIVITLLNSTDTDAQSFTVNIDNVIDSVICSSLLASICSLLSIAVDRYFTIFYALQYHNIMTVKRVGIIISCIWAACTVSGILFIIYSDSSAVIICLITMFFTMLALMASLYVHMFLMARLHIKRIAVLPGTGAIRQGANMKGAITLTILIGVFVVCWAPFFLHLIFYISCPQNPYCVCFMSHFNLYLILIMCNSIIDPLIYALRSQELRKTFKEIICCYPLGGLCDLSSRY
m5-HT2A agonist: mouse HTR2A agonism via beta-arrestin recruitment; CHO-K1 mHTR2A beta-arrestin complementation, luminescence; percent of 30 µM serotonin response; activation, % at 7.6 µM; 360,000 compounds, 0.66% hits;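 active = activation above a run cutoff, the mean activation of all tested compounds plus 3 SD, cut at about 14% in these data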;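 note: 0% = plate median of compound wells and 100% = 30 µM serotonin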
Target sequence (P35363 whole entry, looked up): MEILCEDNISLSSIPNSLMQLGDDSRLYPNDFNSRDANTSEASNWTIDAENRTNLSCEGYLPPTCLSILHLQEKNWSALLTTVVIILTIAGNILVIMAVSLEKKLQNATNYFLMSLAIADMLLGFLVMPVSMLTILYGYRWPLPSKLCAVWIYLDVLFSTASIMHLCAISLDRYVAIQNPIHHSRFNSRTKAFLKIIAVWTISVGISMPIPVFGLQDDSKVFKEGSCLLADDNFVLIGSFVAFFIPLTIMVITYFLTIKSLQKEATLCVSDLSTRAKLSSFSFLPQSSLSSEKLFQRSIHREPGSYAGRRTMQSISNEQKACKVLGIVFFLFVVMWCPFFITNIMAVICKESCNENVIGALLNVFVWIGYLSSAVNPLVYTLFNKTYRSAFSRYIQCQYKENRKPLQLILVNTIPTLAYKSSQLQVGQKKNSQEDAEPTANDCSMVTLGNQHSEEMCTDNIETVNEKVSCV
N-glyco inh: blocks N-linked glycosylation in D54 reporter cells. D54 ERlucT glycosylation luciferase reporter, 24 h; percent of 100 nM tunicamycin response. reporter increase, % at 12.5 µM. 360,000 compounds, 0.23% hits;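 active = mean luciferase reporter signal, scaled so untreated is 0 and the glycosylation-blocking control 100, at or above a set limit in every replicate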;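 note: luciferase carries N-glycosylation sites so blocking glycosylation raises the light; 0% = median of neutral control wells and 100% = median of 100 nM tunicamycin wells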
MC4R antag cAMP: human MC4R antagonism in cAMP assay; 360,000 compounds, 0.48% hits; MC4R-expressing cells, MTII-stimulated cAMP, LANCE TR-FRET; inhibition, % at 6.5 µM;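 active = inhibition above its plate's cutoff, the mean of tested wells on that plate plus 3 SD, cut at about 29% in these data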;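 note: 0% = Melanotan II alone and 100% = Melanotan II plus saturating MCL0020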
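Assay system: U2OS-MC4R stable cell line; Also added: Melanotan II; Technique: Eu-cAMP/anti-cAMP TR-FRET, emission 671 nm; Times: 30-min compound, 1-h challenge, 1-h detection, room temperature.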
ABHD5-PLIN5 inh: ABHD5-PLIN5 protein interaction inhibition; 360,000 compounds, 0.78% hits; Split G. princeps luciferase complementation, luminescence, 4 h; AID 602281; inhibition, % at 4 µM; Q00G26+Q8WTS1;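 active = inhibition above the mean inhibition across every tested compound plus 3 SD, cut at about 22% in these data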;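 note: 0% = DMSO only wells and the 100% control is not disclosed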
CaV13 ICDI inh: Primary screen for inhibitors of IQ motif and Ca2+-dependent inactivation inhibitor domain binding in CACNA1D, Förster resonance energy transfer in living cells, …; inhibition, % at 12.3 µM; HEK cells, CFP/YFP FRET ICDI-IQ, plate reader, 10 min; percent FRET-ratio fall versus neutral wells; 340,000 compounds, 0.098% hits; AID 743397;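 active = mean replicate inhibition of at least 30% and at least 1% of replicates passing that level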;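 note: 0% = median of the neutral control wells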
PDI inh: inhibitors of human protein disulfide isomerase | P07237 | PDI insulin aggregation turbidity, A650, 90 min | inhibition, % at 10 µM | 350,000 compounds, 0.052% hits;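 active = mean inhibition across replicates of 30% or more, whatever share of single replicates reach that level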;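 note: absorbance from insulin aggregation driven by PDI reduction with DTT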
H9c2 protect: protects H9c2 cardiomyocytes from peroxide injury; H2O2 injury protection, ATPLite, 2 h; protection from H2O2 cell death, % at 20 µM; 360,000 compounds, 0.63% hits;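 active = compounds giving at least 50% protection of heart cells from peroxide-induced death in the single-dose screen, raw or plate-pattern-corrected value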;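 note: 0% = DMSO wells with peroxide and 100% = DMSO wells without peroxide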
ABCB6 inh 2: blocks the human ABCB6 transporter; Q9NP58; K562-ABCB6 porphyrin accumulation, flow cytometry, 1 h; stronger effect = lower value; fluorescence ratio to DMSO, % at 10 µM; 360,000 compounds, 0.19% hits;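 active = fluorescence ratio to DMSO below 75%, the collection mean minus 3 SD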;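 note: signal is porphyrin accumulated inside mitochondria; 100% equals median channel fluorescence of DMSO control wells; lower ratio means ABCB6 inhibition with less porphyrin fluorescence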
Exocytosis inh: lytic granule exocytosis inhibition. TALL-104 LAMP-1 surface exposure, flow cytometry; cells stimulated with thapsigargin and PMA. inhibition, % at 10 µM. 360,000 compounds, 0.66% hits;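 active = inhibition above about 55%, limit read from the data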
* hit, by the source's call; . = not tested or not shown.

SMILES	MC4R barr agon	m5-HT2A agonist	N-glyco inh	MC4R antag cAMP	ABHD5-PLIN5 inh	CaV13 ICDI inh	PDI inh	H9c2 protect	ABCB6 inh 2	Exocytosis inh
O=C(N/N=C/C1CCCCC1)c1ccccc1-n1cccc1	-2.9	-2	0	-4	-6	-6	-10	5	93	-2
CC1=NN(C(=O)c2ccccc2Cl)C(O)(c2cccnc2)C1 (centres undefined)	-0.5	-2	-1	4	-1	-7	-12	-1	96	-6
CC1CCCC/C1=N\Nc1ccc(S(N)(=O)=O)cc1[N+](=O)[O-] (centres undefined)	-2.1	1	-1	-4	2	-4	-2	-7	99	-3
Cc1nn(CC(=O)Nc2cccnc2)c(=O)c2ccccc12	-0.5	1	-1	0	2	-3	16	17	103	1
CCCC[N+](CC#CCO)(CC#Cc1ccccc1)CCCC	-1.0	-2	4	7	7	-4	0	-4	95	-5
COc1cc(CN2CCN(CC3CC3)CC2CCO)cc(OC)c1 (centres undefined)	-1.4	-2	-2	2	-5	-2	4	5	98	1
CCc1cccc2c(C#N)cn(CCOc3ccccc3OC)c12	2.3	9	-6	-4	2	0	13	-11	85	-1
COc1cccc2c1Oc1ncccc1N(C(=O)CCC(=O)NCc1ccccc1Cl)C2	-0.8	17*	0	1	6	-7	-5	3	102	12
O=C(NS(=O)(=O)Oc1cccc(F)c1)OC[C@@H]1CCCN2CCCCC12 (some centres undefined)	-1.4	0	0	13	-3	-4	-11	-1	97	-15
CCOCCCNC(=S)N1C2CCC1CC(NC(=O)Nc1ccc(C(=O)OCC)cc1)C2 (centres undefined)	-1.3	1	-3	-4	-5	-6	6	-3	96	-2
CC(C)(C)NC(=O)C(OC(=O)c1ccco1)c1ccc(Cl)cc1 (centres undefined)	-0.5	3	-1	6	5	-5	1	4	97	4
CCN(CC(=O)Nc1c(F)cccc1F)C(=O)c1cccc(-n2cccc2)c1	-3.3	1	1	2	-2	-6	7	-5	96	2
O=C(C[C@H]1C/C=C\C[C@@H](Cc2ccc(F)cc2)C(=O)O[C@H](c2ccccc2)CNC1=O)NCCO	-1.4	-1	2	5	-2	-3	5	2	99	-2
O=C(OCCN1C(=O)c2ccccc2C1=O)c1ccccc1	-0.7	2	0	0	-4	-1	4	2	96	0
CCOc1ncccc1C(=O)Nc1ccc(S(=O)(=O)Nc2nccs2)cc1	-4.2	2	0	15	-3	-4	4	-1	97	-2
Cc1ccc(C(C(=O)Nc2ccc(C(C)C)cc2)N(C)C(=O)c2ccc(=O)[nH]c2)cc1 (centres undefined)	0.2	2	1	9	-4	-10	-1	2	92	-2
Nc1sccc1C(=O)NC1CC1	.	0	.	.	-19	-7	.	.	.	-1
COCCCn1c(SCC(=O)NC(C)C)nnc1-c1ccccc1	0.5	1	1	4	-4	-1	6	4	89	1
O=[N+]([O-])c1ccc(O)c(CN2CCCCCC2)c1	-0.3	6	5	3	2	-2	-1	3	101	7
Fc1ccc2nc(C3CCN(Cc4nc(CC5CC5)no4)CC3)[nH]c2c1	0.1	4	2	7	2	0	3	1	99	-1
OC(CN1CCN(c2ccccc2)CC1)Cn1c2ccccc2c2ccccc21 (centres undefined)	1.2	-5	-5	0	-2	.	1	-5	99	1
COc1ccc(C2=NN(C(=O)c3cccc([N+](=O)[O-])c3)C(c3cccc([N+](=O)[O-])c3)C2)cc1 (centres undefined)	-0.9	-4	-1	0	-6	-7	4	-10	102	-5
N#C/C(=C(/O)COC(=O)c1ccc2c(c1)OCCO2)c1nc2ccccc2[nH]1	-2.2	6	1	3	-8	-4	-1	-1	86	-1
CCCCOc1ccc(CN2CCCCC2)cc1	0.9	1	-2	14	-6	-7	-1	-3	99	-2
CC1CC(C)CN(S(=O)(=O)c2cccc(C(=O)N3CCN(c4ccc(F)cc4)CC3)c2)C1 (centres undefined)	1.3	-9	-5	4	2	-2	6	-10	97	2
Cc1ccc2c(c1)NC(=O)CC(c1ccccc1)=N2	-2.5	-8	2	3	-5	.	-5	2	97	-10
O=C(NCc1nc(-c2ccccc2)no1)c1cccs1	-0.7	1	-2	8	-21	-9	3	-3	100	0
COc1ccc(/C=N/NC(=O)c2cc(-c3ccccc3OC(C)C)nc3ccccc23)cc1CN1CCOCC1	1.5	-3	-7	5	4	-2	-2	19	100	2
c1ccc2c(-n3cccn3)cccc2c1	-0.9	-2	1	-6	-4	-5	-2	-2	108	0
CC(C)C(=O)Nc1c(-c2ccccc2)c(=O)c2ccccc2n1C	-0.2	-4	2	-1	7	1	5	-3	96	5
CN(C)c1nnnn1-c1ccc(Cl)cc1Cl	0.9	4	0	-11	-1	2	-6	5	103	-1
Cc1cc(C)cc(OCC(=O)N2CCc3ccccc3C2)c1	-1.6	-4	-2	4	6	-4	-1	1	99	8
COc1cc(NC(=O)c2cccs2)c(OC)cc1NC(=O)c1ccco1	-0.1	-1	2	4	-4	-4	-1	26	97	-3
Cc1cc(NC(=O)CSc2nnc3c(C)cc4c(C)ccc(C)c4n23)no1	-0.5	-3	14	-18	3	-8	-2	8	91	-3
COc1cc(C2NC(=O)NC(C)=C2C(=O)OCC2CCCCC2)cc(Cl)c1O (centres undefined)	-1.0	2	-3	2	6	-3	9	-6	96	17
Cc1ccc(NC(=O)C2(C)CCN2Cc2csc3ccccc23)cc1 (centres undefined)	-1.7	-6	-11	14	-12	-12	-2	-9	99	38
COc1ccccc1N(CC(O)Cn1ccnc1C)S(=O)(=O)c1ccccc1 (centres undefined)	-1.3	-6	0	-1	-2	-4	0	0	93	-3
Cc1cc(NC(=O)C(C)(C)C)no1	-0.8	-2	-1	1	-4	1	8	5	94	-1
CN(CC(=O)Nc1cccc(C#N)c1)Cc1ccc(Cl)cc1	0.7	2	-2	-4	6	-4	-4	-7	95	0
CCOc1ccc(C(=O)Nc2c3c(nn2-c2ccc(F)cc2)CS(=O)C3)cc1 (centres undefined)	-0.9	1	-1	4	-2	-2	-3	0	92	1

An excerpt of these results, with two lines to a compound:
Under each structure: MC4R barr agon, m5-HT2A agonist, N-glyco inh, MC4R antag cAMP, ABHD5-PLIN5 inh, CaV13 ICDI inh, PDI inh, H9c2 protect, ABCB6 inh 2, Exocytosis inh
> COc1ccc(/C=N/NC(=O)c2cc(-c3ccccc3OC(C)C)nc3ccccc23)cc1CN1CCOCC1
  1.5, -3, -7, 5, 4, -2, -2, 19, 100, 2
> c1ccc2c(-n3cccn3)cccc2c1
  -0.9, -2, 1, -6, -4, -5, -2, -2, 108, 0
> CC(C)C(=O)Nc1c(-c2ccccc2)c(=O)c2ccccc2n1C
  -0.2, -4, 2, -1, 7, 1, 5, -3, 96, 5
> CN(C)c1nnnn1-c1ccc(Cl)cc1Cl
  0.9, 4, 0, -11, -1, 2, -6, 5, 103, -1
> Cc1cc(C)cc(OCC(=O)N2CCc3ccccc3C2)c1
  -1.6, -4, -2, 4, 6, -4, -1, 1, 99, 8
> COc1cc(NC(=O)c2cccs2)c(OC)cc1NC(=O)c1ccco1
  -0.1, -1, 2, 4, -4, -4, -1, 26, 97, -3
> Cc1cc(NC(=O)CSc2nnc3c(C)cc4c(C)ccc(C)c4n23)no1
  -0.5, -3, 14, -18, 3, -8, -2, 8, 91, -3
> COc1cc(C2NC(=O)NC(C)=C2C(=O)OCC2CCCCC2)cc(Cl)c1O (centres undefined)
  -1.0, 2, -3, 2, 6, -3, 9, -6, 96, 17
> Cc1ccc(NC(=O)C2(C)CCN2Cc2csc3ccccc23)cc1 (centres undefined)
  -1.7, -6, -11, 14, -12, -12, -2, -9, 99, 38
> COc1ccccc1N(CC(O)Cn1ccnc1C)S(=O)(=O)c1ccccc1 (centres undefined)
  -1.3, -6, 0, -1, -2, -4, 0, 0, 93, -3
> Cc1cc(NC(=O)C(C)(C)C)no1
  -0.8, -2, -1, 1, -4, 1, 8, 5, 94, -1
> CN(CC(=O)Nc1cccc(C#N)c1)Cc1ccc(Cl)cc1
  0.7, 2, -2, -4, 6, -4, -4, -7, 95, 0
> CCOc1ccc(C(=O)Nc2c3c(nn2-c2ccc(F)cc2)CS(=O)C3)cc1 (centres undefined)
  -0.9, 1, -1, 4, -2, -2, -3, 0, 92, 1

Additional structures follow:
SMILES	MC4R barr agon	m5-HT2A agonist	N-glyco inh	MC4R antag cAMP	ABHD5-PLIN5 inh	CaV13 ICDI inh	PDI inh	H9c2 protect	ABCB6 inh 2	Exocytosis inh
COC(=O)c1[nH]c(C)c(/C(O)=C2\C(=O)C(=O)N(CCN3CCOCC3)C2c2ccco2)c1C (centres undefined)	0.0	4	1	3	-6	-13	-4	-1	85	-4
COCCNC(=O)CSc1nnc(-c2ccccc2F)n1Cc1ccccc1	-0.4	-1	-1	0	6	-2	-4	0	97	1
Cc1ccc2c(Cl)c(C(=O)NC3CC3)sc2c1	-4.0	8	-3	3	-3	.	8	-12	108	-6
CC1CCN(S(=O)(=O)c2nnc(NC(=O)COc3ccccc3)s2)CC1	-2.5	4	0	-6	-8	-2	4	-7	85	-5
COC(=O)c1ccc(C(=O)OC)c(NC(=O)CSc2nnc(-c3ccccc3Cl)o2)c1	-0.4	3	2	0	0	.	6	13	92	-1
O=C(Nc1cccc(Cl)c1)c1csc([C@@H]2C[C@H](O)[C@@H](CO)O2)n1	-0.1	5	1	1	-1	-5	2	-3	97	-4
CCOC(=O)C1(Cc2ccc(Cl)cc2)CCN(Cc2ccon2)CC1	-1.5	-1	0	1	0	-4	-1	-1	101	4
O=C(Nc1cccc(C(F)(F)F)c1)c1csc([C@@H]2C[C@H](O)[C@@H](CO)O2)n1	0.3	-4	3	3	1	-5	-17	3	95	7
COc1ccc(CCNC(=O)CC(c2ccccc2)c2cccc(C)c2O)cc1OC (centres undefined)	-2.2	0	-5	10	-2	-5	0	-1	97	0
CC(=O)N1CCc2c(sc(NC(=O)c3ccc(S(=O)(=O)N(C)CC4CCCO4)cc3)c2C(N)=O)C1 (centres undefined)	-0.6	1	-1	-8	10	7	1	-2	98	1
COc1ccc(C(NC(=O)/C=C\c2ccco2)c2ccc(OC)c(OC)c2)cc1 (centres undefined)	-1.2	-2	-2	3	22*	-6	-3	2	61*	-4
CSC1=N/C(=C\c2ccc(C)cc2)C(=O)S1	-1.4	-4	1	3	-5	-6	2	-3	95	0
CC(=O)N1N=C(c2ccc(C)cc2)CC1c1ccco1 (centres undefined)	-0.8	-2	2	30*	2	-5	5	-7	102	0
Cc1cccc(C(=O)NCC(=O)NCCCSc2ccccc2)c1	-2.0	-10	1	8	4	-4	1	-4	92	1
